sEH inhibitor: inhibitors of human soluble epoxide hydrolase; inhibition, % at 2 µM; hit rate 0.34% among 91,000; P34913; AID 707; recombinant human sEH enzymatic activity assay; in the data active = inhibition above about 80%; note: values of inactives mirror those of a sister screen read the other way; many of its hits are not listed in these tables
S1P2 blocker: blocks the human S1P2 receptor. O95136. cell-based S1P2 antagonist assay, inhibition at 5 uM. inhibition, % at 5 µM. hit rate 0.21% among 97,000. AID 736; in the data active = inhibition above about 45%;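 note: CRE beta-lactamase reporter cells expressing human S1P2 stimulated with S1P; 0% = agonist at EC80 alone and 100% = agonist plus reference antagonist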
Target sequence (O95136 whole entry, looked up): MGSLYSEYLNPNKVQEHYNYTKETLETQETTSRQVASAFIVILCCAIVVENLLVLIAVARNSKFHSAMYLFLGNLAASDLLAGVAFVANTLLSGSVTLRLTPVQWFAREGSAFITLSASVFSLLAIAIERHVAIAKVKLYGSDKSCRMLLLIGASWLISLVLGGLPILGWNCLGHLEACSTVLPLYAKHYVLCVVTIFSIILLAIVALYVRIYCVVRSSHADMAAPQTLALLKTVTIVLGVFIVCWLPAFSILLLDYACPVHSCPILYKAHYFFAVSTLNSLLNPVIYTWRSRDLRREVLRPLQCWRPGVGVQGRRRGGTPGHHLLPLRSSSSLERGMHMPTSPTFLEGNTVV
S1P2 agonist: agonists of human S1P2 receptor; O95136; activation, % at 4.5 µM; hit rate 0.46% among 97,000; S1P2-expressing cell line, agonist reporter read-out; in the data active = activation above about 16%;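 note: 0% = vehicle low control and 100% = maximal reference agonist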
PostGolgi ctrl: inhibits growth of the yeast control strain; efflux-deficient yeast background strain, growth absorbance A615, 16 h; inhibition, % at 10 µM; hit rate 5% among 98,000; AID 738
CYP2C19 inhib: human CYP2C19 inhibition. P33261. CYP2C19 Supersomes, luciferin-H EGE luminescence, 30 min. inhibition, % at 5 µM. hit rate 21% among 96,000;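 active = CYP2C19 inhibition above a set limit at 5 µM in the primary screen, cut at about 50% in these data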;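 note: plate controls were negative control wells for no effect and 2.5 mM tranylcypromine positive control for full effect; values of inactives mirror those of a sister screen read the other way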
CYP2C19 act: increases human CYP2C19 enzyme activity. P33261. recombinant CYP2C19, luciferin-H EGE luminescence; active compounds read high; 0 = fully inhibited enzyme, 1 = untreated enzyme. activation factor at 5 µM. 96,000 tested, under 10 active;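 active = activation factor of at least 2 at 5 µM in the primary screen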;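 note: 0 = wells with 2.5 mM tranylcypromine and 1 = vehicle-only wells; values of inactives mirror those of a sister screen read the other way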
hDAT+cocaine: modulates human dopamine transporter uptake under cocaine; Q01959; B-score at 10 µM; hit rate 1.3% among 110,000; LLC-PK1 hDAT cells, [14C]-dopamine uptake with cocaine IC80; actives deviate in either direction; AID 449768;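 active = Z score or B-score, a plate-position-corrected score, falls beyond the plate's 99.7% confidence bounds, in either direction; inactive = both scores lie inside the 99.7% bounds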;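 note: scored against the spread of the other compound wells on the same plate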
Target sequence (Q01959 whole entry, looked up): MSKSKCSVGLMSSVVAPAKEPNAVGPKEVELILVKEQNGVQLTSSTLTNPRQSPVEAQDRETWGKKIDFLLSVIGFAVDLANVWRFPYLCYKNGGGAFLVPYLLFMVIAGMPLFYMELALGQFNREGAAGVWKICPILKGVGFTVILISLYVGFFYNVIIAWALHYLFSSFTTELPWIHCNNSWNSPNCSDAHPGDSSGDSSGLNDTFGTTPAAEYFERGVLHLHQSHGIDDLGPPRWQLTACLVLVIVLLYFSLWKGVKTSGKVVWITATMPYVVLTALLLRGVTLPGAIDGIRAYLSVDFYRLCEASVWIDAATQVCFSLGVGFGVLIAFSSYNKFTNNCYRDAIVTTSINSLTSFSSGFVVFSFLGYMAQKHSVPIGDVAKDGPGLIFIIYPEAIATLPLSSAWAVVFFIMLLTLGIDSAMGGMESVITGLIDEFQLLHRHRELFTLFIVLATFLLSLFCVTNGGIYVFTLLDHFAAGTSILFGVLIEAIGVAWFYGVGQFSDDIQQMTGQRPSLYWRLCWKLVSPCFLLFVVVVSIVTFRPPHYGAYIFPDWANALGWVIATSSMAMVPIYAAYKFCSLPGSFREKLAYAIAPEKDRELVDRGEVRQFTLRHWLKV
PostGolgi yeast: growth inhibition of a yeast mutant, post-Golgi transport screen. post-Golgi transport phenotypic cell assay. hit rate 0.9% among 98,000. inhibition, % at 10 µM;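 note: yeast cells grown in 1536-well plates; yeast grown about 18 h at 30C before absorbance read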
sEH activator: soluble epoxide hydrolase (human) activation; P34913; purified human sEH enzymatic activity, activator screen; activation, % at 2 µM; hit rate 0.04% among 91,000; AID 717; in the data active = activation above about 37%; note: values of inactives mirror those of a sister screen read the other way
Active calls of the source: *; / = no result given. Cut-off read from the data, not from the text of the source, unless noted: active = inhibition above about 30%; inactive = the rest. Compounds as they come; overall some 24% were active at least once.

1) CC(=O)NC(CC(=O)Nc1ccc(S(=O)(=O)N2CCCC2)cc1)c1ccccc1 (centres undefined)
2) Cc1ccc(NCC(=O)N/N=C\c2ccc([N+](=O)[O-])o2)cc1
3) Cc1ccc(OCCn2ccc(=O)[nH]c2=O)cc1C
4) CS(=O)(=O)N1CCN(C(=O)c2cccnc2)CC1
5) CCC(=O)N1CCc2cc(S(=O)(=O)CCC(=O)Nc3c(C)n(C)n(-c4ccccc4)c3=O)ccc21
6) CCOc1ccc(C(CCc2ccccc2)NC(=O)c2ccccc2OC)cc1OCC (centres undefined)
7) COC(=O)C1(O)CC(CC(C)C)=NN1C(=O)c1ccccc1 (centres undefined)
8) Cc1nnc(SCC(=O)N2CCC(c3noc4ccc(F)cc34)CC2)s1
Compound	1	2	3	4	5	6	7	8
sEH inhibitor	4	1	3	4	11	0	-4	0
S1P2 blocker	21	-6	9	9	-15	-13	26	0
S1P2 agonist	-4	-10	-3	-3	-2	-2	-9	-4
PostGolgi ctrl	2	2	5	35*	/	6	9	12
CYP2C19 inhib	12	24	-10	4	/	64*	17	-2
CYP2C19 act	0.9	0.8	1.1	1	/	0.4	0.8	1
hDAT+cocaine	-1.5	1.5	-0.83	-0.11	/	-0.93	0.07	-0.0067
PostGolgi yeast	-4	-8	11	0	/	-4	12	-3
sEH activator	-6	0	-2	-5	-11	0	7	-2

9) O=C(Nc1ccc(NC(=O)C2CC2)nc1)c1ccccn1
10) COc1cc(CNc2nc3ccccc3[nH]2)cc(OC)c1OC
11) Cc1ccc2[nH]cc(C(=O)CN3CCN(c4ccccc4F)CC3)c2c1
12) COc1ccc(Cc2nnc(NC(=O)C3CCCO3)s2)cc1 (centres undefined)
13) COC(=O)c1ccc(N(CC(=O)NC2CCCC2)C(=O)CNC(=O)c2ccco2)cc1
14) CS(=O)(=O)N1CCC(C(=O)Nc2cc(C(F)(F)F)ccc2Cl)CC1
15) CCOC(=O)c1cc2sccc2n1CC(=O)N1CCCc2ccccc21
16) COc1cc(NC(=O)CN2C(=O)c3ccccc3C2=O)c(C(=O)O)cc1OC
Compound	9	10	11	12	13	14	15	16
sEH inhibitor	0	2	-6	6	-12	-18	-18	3
S1P2 blocker	-3	-13	-1	3	0	-5	-3	4
S1P2 agonist	-3	2	-7	-8	-7	-6	-4	1
PostGolgi ctrl	8	/	9	11	-2	-10	24	-1
CYP2C19 inhib	13	/	21	43	-7	-7	98*	-16
CYP2C19 act	0.9	/	0.8	0.6	1.1	1.1	0	1.2
hDAT+cocaine	0.63	-0.77	-0.0017	0.25	-0.9	1.3	0.65	-0.15
PostGolgi yeast	20	/	-5	9	-5	4	12	4
sEH activator	0	-1	7	-8	12	18	19	1

Exported with two lines to a compound: two of the compounds above.
Every second line gives: sEH inhibitor | S1P2 blocker | S1P2 agonist | PostGolgi ctrl | CYP2C19 inhib | CYP2C19 act | hDAT+cocaine | PostGolgi yeast | sEH activator
10	COc1cc(CNc2nc3ccccc3[nH]2)cc(OC)c1OC
    2 | -13 | 2 | / | / | / | -0.77 | / | -1
11	Cc1ccc2[nH]cc(C(=O)CN3CCN(c4ccccc4F)CC3)c2c1
    -6 | -1 | -7 | 9 | 21 | 0.8 | -0.0017 | -5 | 7

New compounds follow:
17) CCc1ccccc1NC(=O)c1cc2ncc(Br)cn2n1
18) CN(Cc1ccc(OC(F)F)cc1)C(=O)c1ccc2nccnc2c1
19) COc1cccc(CNc2nc3nc(C)c(Cl)c(C)n3n2)c1
20) CCN(CC)c1ccc(/C=N/N2CCOCC2)cc1
21) O=C1CCCC2=C1C(c1ccco1)Nc1ccc(C(=O)c3ccccc3)cc1N2 (centres undefined)
22) O=C(OCc1ccccc1Cl)c1ccc(-n2cnnc2)cc1
23) COc1ccccc1NC(=O)COC(=O)c1ccc(S(=O)(=O)NCc2ccco2)cc1
24) O=S(=O)(c1ccc(S(=O)(=O)N(Cc2ccco2)Cc2ccccc2Cl)cc1)N1CCCC1
Compound	17	18	19	20	21	22	23	24
sEH inhibitor	-9	/	-1	8	/	-22	5	-2
S1P2 blocker	-19	-4	-5	0	-5	-11	4	-10
S1P2 agonist	-3	-2	-4	-4	-2	-3	-11	-3
PostGolgi ctrl	13	10	9	21	4	12	14	7
CYP2C19 inhib	1	38	18	35	34	98*	7	-4
CYP2C19 act	1	0.6	0.8	0.6	0.7	0	0.9	1
hDAT+cocaine	0.96	2.7	2.1	0.63	3.7*	-0.068	-0.29	-0.045
PostGolgi yeast	8	-6	0	-2	-5	0	-5	-5
sEH activator	10	/	1	-8	/	21	-5	2

An excerpt from above in order of number of heavy atoms, rising:
20) CCN(CC)c1ccc(/C=N/N2CCOCC2)cc1
17) CCc1ccccc1NC(=O)c1cc2ncc(Br)cn2n1
19) COc1cccc(CNc2nc3nc(C)c(Cl)c(C)n3n2)c1
10) COc1cc(CNc2nc3ccccc3[nH]2)cc(OC)c1OC
14) CS(=O)(=O)N1CCC(C(=O)Nc2cc(C(F)(F)F)ccc2Cl)CC1
18) CN(Cc1ccc(OC(F)F)cc1)C(=O)c1ccc2nccnc2c1
11) Cc1ccc2[nH]cc(C(=O)CN3CCN(c4ccccc4F)CC3)c2c1
16) COc1cc(NC(=O)CN2C(=O)c3ccccc3C2=O)c(C(=O)O)cc1OC
21) O=C1CCCC2=C1C(c1ccco1)Nc1ccc(C(=O)c3ccccc3)cc1N2 (centres undefined)
13) COC(=O)c1ccc(N(CC(=O)NC2CCCC2)C(=O)CNC(=O)c2ccco2)cc1
Compound	20	17	19	10	14	18	11	16	21	13
sEH inhibitor	8	-9	-1	2	-18	/	-6	3	/	-12
S1P2 blocker	0	-19	-5	-13	-5	-4	-1	4	-5	0
S1P2 agonist	-4	-3	-4	2	-6	-2	-7	1	-2	-7
PostGolgi ctrl	21	13	9	/	-10	10	9	-1	4	-2
CYP2C19 inhib	35	1	18	/	-7	38	21	-16	34	-7
CYP2C19 act	0.6	1	0.8	/	1.1	0.6	0.8	1.2	0.7	1.1
hDAT+cocaine	0.63	0.96	2.1	-0.77	1.3	2.7	-0.0017	-0.15	3.7*	-0.9
PostGolgi yeast	-2	8	0	/	4	-6	-5	4	-5	-5
sEH activator	-8	10	1	-1	18	/	7	1	/	12

24) O=S(=O)(c1ccc(S(=O)(=O)N(Cc2ccco2)Cc2ccccc2Cl)cc1)N1CCCC1
Compound	24
sEH inhibitor	-2
S1P2 blocker	-10
S1P2 agonist	-3
PostGolgi ctrl	7
CYP2C19 inhib	-4
CYP2C19 act	1
hDAT+cocaine	-0.045
PostGolgi yeast	-5
sEH activator	2

(next part)
25) O=C(CSc1nnc(-c2ccccc2Cl)o1)Nc1ccc2c(c1)OCCO2
26) S=c1[nH]nc(-c2ccco2)n1/N=C/c1ccc(Br)s1
27) N#Cc1c(-c2ccccc2)nc(SCc2nc(N)nc(N3CCCCC3)n2)[nH]c1=O
28) CC(C)(C)c1cc(Cc2ccccc2)[nH]n1
29) O=C(NCc1cn2ccsc2n1)c1cccc(C(F)(F)F)c1
30) C=CCNC(=O)c1ccccc1NS(=O)(=O)c1ccccc1
31) Cc1ccc2nc(SCC(=O)Nc3cc(C)on3)[nH]c2c1
32) CC(C)Nc1nc(C#N)nc(NC(C)C)n1
Compound	25	26	27	28	29	30	31	32
sEH inhibitor	0	0	-9	9	9	-13	11	-3
S1P2 blocker	3	-3	-7	1	3	-11	-17	-27
S1P2 agonist	-6	-3	2	-8	-2	-5	-2	-5
PostGolgi ctrl	/	32*	-3	11	11	9	4	-1
CYP2C19 inhib	/	-12	-8	82*	10	68*	76*	-1
CYP2C19 act	/	1.1	1.1	0.2	0.9	0.3	0.2	1
hDAT+cocaine	-0.82	0.12	2	-0.075	0.38	-0.46	-0.0029	-1.1
PostGolgi yeast	/	-6	-3	3	-14	-7	7	6
sEH activator	2	-1	6	-7	-7	19	-12	2

33) CCCSc1nc2c(cnn2-c2ccc(C)cc2)c(=O)[nH]1
34) COCCn1nnnc1SCC(=O)c1ccccc1
35) Cc1ccc(S(=O)(=O)N2CCN(S(=O)(=O)N3CCCCC3)CC2)c(C)c1
36) O=c1[nH]c2cc3c(cc2cc1C(c1nnnn1C1CCCC1)N1CCSCC1)OCCO3 (centres undefined)
37) COc1ccc(-c2c(C)nn(-c3ccccc3)c2N)cc1OC
38) O=C(CCC(=O)Nc1ccccc1)N/N=C/c1ccco1
39) CSc1ccc(S(=O)(=O)NCc2ccc(Cl)cc2Cl)cc1
40) O=C1C(O)CC2c3ccccc3CC3(CCCC3)N12 (centres undefined)
Compound	33	34	35	36	37	38	39	40
sEH inhibitor	-7	/	-26	8	-9	-10	7	-23
S1P2 blocker	-7	/	26	-44	-13	8	11	0
S1P2 agonist	-5	/	-3	-3	-3	-5	-1	-4
PostGolgi ctrl	-2	5	2	8	/	9	29	-14
CYP2C19 inhib	12	67*	17	-27	/	/	86*	2
CYP2C19 act	0.9	0.3	0.8	1.3	/	/	0.1	1
hDAT+cocaine	-0.89	-0.27	0.66	/	1.4	-0.29	-0.5	-0.11
PostGolgi yeast	2	1	-3	9	/	5	-8	-8
sEH activator	6	/	26	-9	12	9	-4	20

41) COC(=O)c1ccc(COn2c(=O)c(C)[n+]([O-])c3ccccc32)cc1
42) Cc1ccc(S(=O)(=O)c2nc(NCCN(C)C)sc2Cl)cc1
43) Cc1cc(C)nc(NC(=O)c2ccc(OC(C)C)cc2)n1
44) COc1ccc(N=c2scc(-c3ccc(OC)cc3)n2CCO)cc1
45) O=C(Nc1ccc2c(c1)OCO2)C1CC(c2c(F)cccc2Cl)=NO1 (centres undefined)
46) O=C(Cn1nc(-c2ccccc2F)ccc1=O)NCc1ccc2c(c1)OCO2
47) Cc1ccc(-c2cc(C(=O)N/N=C\c3cnn(C)c3C)c3ccccc3n2)cc1C
48) CCN(CCCNS(=O)(=O)c1ccc2c(c1)oc(=O)n2C)c1cccc(C)c1
Compound	41	42	43	44	45	46	47	48
sEH inhibitor	12	1	-23	-16	-2	-1	3	/
S1P2 blocker	0	-2	-32	19	4	-1	-2	/
S1P2 agonist	-8	-3	-1	-2	-4	-2	-4	/
PostGolgi ctrl	2	4	-2	/	-8	2	17	15
CYP2C19 inhib	13	7	17	/	93*	72*	87*	59*
CYP2C19 act	0.9	0.9	0.8	/	0.1	0.3	0.1	0.4
hDAT+cocaine	0.62	-1.8	-0.18	-0.77	-0.044	-1.5	-0.33	-1.1
PostGolgi yeast	2	0	-8	/	4	2	-3	6
sEH activator	-12	-1	25	16	4	3	-2	/

49) CCOC(=O)c1c(NC(=O)C(C)N2CCN(C(=O)c3ccco3)CC2)sc2c1CCCC2 (centres undefined)
50) COc1ccc(CCN(CC(=O)NC2CCCC2)C(=O)CCC(=O)Nc2cc(C)on2)cc1OC
51) CC(=O)c1ccc(NC2OC(C)C(O)C(O)C2O)cc1 (centres undefined)
52) COc1cc(NC(C)C(=O)N2CC(C)OC(C)C2)cc(OC)c1 (centres undefined)
53) Cc1ccccc1C(=O)NC(=S)NCC(=O)c1ccccc1
Compound	49	50	51	52	53
sEH inhibitor	-3	/	5	12	-5
S1P2 blocker	-25	/	5	11	15
S1P2 agonist	4	/	-3	-7	-2
PostGolgi ctrl	13	-3	-2	-5	4
CYP2C19 inhib	77*	6	-4	-32	5
CYP2C19 act	0.2	0.9	1	1.3	1
hDAT+cocaine	/	-0.51	-2.8*	-0.74	-0.046
PostGolgi yeast	-6	14	-4	-6	8
sEH activator	1	/	-6	-9	7

Bioassay records from PubChem BioAssay.
